# HPDE-C7 viability: HPDE-C7 pancreatic duct cell viability loss – fluorescence, HTS (AID 430) | hit rate 1.8% among 63,000 | HPDE-C7 pancreatic duct cells viability, fluorescence; higher % means a stronger effect | cytotoxicity, % at 10 µM; hits with a dose series show EC50 in µM;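 further: cells exposed to compound for 48 hours before viability readout; 0% = vehicle and 100% = reference cytotoxic drug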
# Bfl-1 inhibitors: Bfl-1 inhibitors, primary screen, biochemical, fluorescence polarization, FITC-Bid, mouse (AID 432); displacement, % at 20 µM; hits with a dose series show IC50 in µM; FITC-Bid BH3 peptide fluorescence polarization displacement; higher % means a stronger effect; hit rate 0.02% among 64,000; in the data active means a potency from the dose series; inactive means the rest, 99 in 100 with displacement below about 15%; further: strong numbers were not always called active
# Alkaline phosphatase: inhibition of tissue-nonspecific alkaline phosphatase – biochemical, luminescent (AID 518) | purified TNAP enzyme, luminescent substrate readout; higher % means a stronger effect | one-dose inhibition, % at 20 µM; IC50 in µM for titrated hits | hit rate 0.09% among 64,000; in the data active means a potency from the dose series; inactive means the rest, 99 in 100 with inhibition below about 22%;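 further: plate controls were vehicle for no effect and reference inhibitor for full effect; many of its hits are not listed in these tables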
# KRASV12 cytotoxicity: viability loss of HPDE-C7K cells – cell-based, fluorescence, HTS, primary screen (AID 431) | HPDE-C7K KRASV12 cells, Alamar Blue viability, 48 h; higher % means a stronger effect | one-dose cytotoxicity, % at 10 µM; EC50 in µM for titrated hits | hit rate 1.7% among 63,000;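 active means compounds whose percent cytotoxicity in the single-dose primary screen, scaled between solvent and toxic-drug controls, exceeds 50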;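 further: 0% = DMSO solvent wells and 100% = doxorubicin-treated wells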
# Spn MK inh: inhibitors of Streptococcus pneumoniae mevalonate kinase; purified MK, PK/LDH-coupled NADH absorbance 340 nm; hit rate 0.48% among 65,000; inhibition, % at 10 µM; AID 555;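 active means ranked among the strongest by inhibition in the single 10 µM screen, a fixed top-ranked set picked for dose follow-up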; further: no value below 0 was filed
# DPM-DC inhibit: S. pneumoniae DPM-DC inhibition | AID 556 | calls only at 10 µM | hit rate 0.49% among 65,000 | purified DPM-DC, PK/LDH coupled NADH fluorescence;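 active means the 320 compounds with the highest percent inhibition in the single-dose primary screen, excluding strongly autofluorescent ones, cut at about 32% in these data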;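 further: kinetic rate of NADH fluorescence loss reporting ADP formed by the decarboxylase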
# LYP inhibition: LYP phosphatase inhibitors, primary screen, biochemical, DiFMUP fluorescence, recombinant catalytic domain, 10 µM (AID 606); one-dose inhibition, % at 10 µM; IC50 in µM for titrated hits; 52,000 tested, under 10 active; recombinant LYP catalytic domain, DiFMUP fluorescence; higher % means a stronger effect;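 active means IC50 under 40 µM in the dose-response test; inactive means IC50 of 40 µM or more, or never dose-tested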
# HT1080 cytotoxicity: cytotoxicity in HT1080 fibrosarcoma cells, cell-based, fluorescence readout (AID 620); HT1080 viability, fluorescence; higher % means a stronger effect; cytotoxicity, % at 10 µM, or EC50 in µM where a hit was titrated; hit rate 0.42% among 87,000;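 further: cells exposed to compound overnight then 4 h with Alamar Blue; 0% = vehicle DMSO and 100% = killing control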
# PMK inhibit: S. pneumoniae PMK inhibition; purified PMK, PK/LDH-coupled NADH absorbance 340 nm; inhibition, % at 10 µM; hit rate 0.49% among 65,000;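 active means top-ranked compounds by inhibition in the single 10 µM screen, taking a fixed number of the strongest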;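 further: 0% = full reaction with DMSO carrier and 100% = background rate without enzyme reaction; no value below 0 was filed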
# PMK inhibit pilot replicates: second read-out of PMK inhibit, no call of its own (marks repeat the call); inhibition, %; measured here: pilot screen replicates
# Spn MK inh pilot replicates: recorded beside Spn MK inh, whose call it bears; inhibition, %; measured here: pilot screen replicates
# DPM-DC inhibit pilot screen %: further read-out of DPM-DC inhibit, marked with its call; inhibition, %; measured here: pilot screen trials
# Starred values were filed as active, the others as inactive; i = inactive; · = no result given. Unless noted, no stated cut-off is given here; in the data, active means cytotoxicity above about 50%; inactive means the rest.
# Assay codes: A = HPDE-C7 viability; B = Bfl-1 inhibitors; C = Alkaline phosphatase; D = KRASV12 cytotoxicity; E = Spn MK inh; F = Spn MK inh pilot replicates; G = DPM-DC inhibit; H = DPM-DC inhibit pilot screen %; I = LYP inhibition; J = HT1080 cytotoxicity; K = PMK inhibit; L = PMK inhibit pilot replicates
1: COC(=O)c1nnn(-c2ccccc2)c1N
  A = 11.1%; B = 0.6%; C = 15.1%; D = 18.0%; E = 3.0; F = 2.0; G = i; H = 0.0; I = 14.7%; J = 0.5%; K = 4.0; L = 3.0
2: CC(=O)Nc1ccc(NC(=O)c2ccccc2N(C)S(C)(=O)=O)cc1
  A = -15.1%; B = 1.1%; C = 20.1%; D = 10.2%; E = 1.0; F = 0.0; G = i; H = 1.0; I = 6.4%; J = 0.4%; K = 0.0; L = 1.5
3: C=CCn1c(SCc2csc(C)n2)nc2sc3c(c2c1=O)CCCCC3
  A = 4.7%; B = 2.2%; C = 10.1%; D = 2.5%; E = 10.0; F = ·; G = i; H = ·; I = -2.6%; J = -6.0%; K = 8.0; L = ·
4: COC(=O)c1ccc(NC(=O)CCN2CCCCC2)cc1
  A = -3.3%; B = 1.1%; C = 0.4%; D = 0.3%; E = 10.0; F = ·; G = i; H = ·; I = 11.4%; J = -3.3%; K = 6.0; L = ·
5: CC(C)(C)C(=O)[C@@H]1[C@@H]2C(=O)N(c3ccc4c(c3)OCCO4)C(=O)[C@@H]2C2c3ccccc3C=CN21 (stereo not given in full)
  A = 33.9%; B = 1.4%; C = 11.6%; D = 31.1%; E = 5.0; F = ·; G = i; H = ·; I = 9.7%; J = 3.8%; K = 5.0; L = ·
6: COC(=O)C(C)n1cnc2c(nnn2Cc2ccc(Cl)cc2)c1=O (stereo not given)
  A = -11.1%; B = -4.6%; C = 7.7%; D = 0.7%; E = 8.0; F = ·; G = i; H = ·; I = ·; J = -0.8%; K = 14.0; L = ·
7: COc1ccc(N2CCN(C(=O)CSc3nnc4n3C(C)(C)Cc3ccccc3-4)CC2)cc1
  A = 6.7%; B = -2.3%; C = 14.9%; D = 10.9%; E = 11.0; F = 0.0; G = i; H = 2.0; I = ·; J = -4.7%; K = 8.0; L = 4.0
8: CCSCCOC(=O)C1=C(C)NC2=C(C(=O)CCC2)C1c1coc2ccccc2c1=O (stereo not given)
  A = -10.3%; B = -11.1%; C = 3.0%; D = -11.2%; E = 2.0; F = ·; G = i; H = ·; I = 2.8%; J = 6.4%; K = 0.0; L = ·
9: CCCC(=O)NC(C)c1nc2ccccc2n1C(C)C (stereo not given)
  A = 2.7%; B = 0.1%; C = 8.9%; D = -5.7%; E = 4.0; F = ·; G = i; H = ·; I = 8.6%; J = -11.1%; K = 2.0; L = ·
10: CCOC(=O)C1CCCN(c2cc(=O)n(-c3ccccc3Cl)c(=O)[nH]2)C1 (stereo not given)
  A = -0.7%; B = -1.1%; C = 7.5%; D = -7.2%; E = 3.0; F = ·; G = i; H = ·; I = 1.2%; J = -3.2%; K = 12.0; L = ·
11: CCOc1ccc(NC(=O)C(C)SC(N)=O)cc1 (stereo not given)
  A = 3.6%; B = -1.3%; C = 17.8%; D = -7.5%; E = 3.0; F = ·; G = i; H = ·; I = 8.2%; J = 10.9%; K = 0.0; L = ·
12: Cc1ccc2nc(-c3ccc4c(c3)OCCO4)cc(C(=O)O)c2c1
  A = 8.6%; B = 1.3%; C = 6.0%; D = 9.4%; E = 0.0; F = 0.0; G = i; H = 3.5; I = 19.3%; J = 9.1%; K = 0.0; L = 1.0
13: CCSc1n[nH]c(=O)[nH]c1=O
  A = -21.9%; B = -2.9%; C = 10.6%; D = -28.8%; E = 7.0; F = ·; G = i; H = ·; I = ·; J = -17.5%; K = 0.0; L = ·
14: CCc1nc(SCC(N)=O)c2c(=O)n(C)c(=O)n(C)c2n1
  A = 9.2%; B = -1.5%; C = 5.9%; D = 9.9%; E = 6.0; F = ·; G = i; H = ·; I = 0.0%; J = -4.1%; K = 1.0; L = ·
15: O=c1cc(CO)oc(CN2CCN(c3ccccc3)CC2)c1O
  A = ·; B = ·; C = ·; D = ·; E = 0.0; F = ·; G = i; H = ·; I = 15.9%; J = 14.0%; K = 3.0; L = ·

# Sorted by length of the SMILES (lowest first): part of the list above.
# Assay codes: A = HPDE-C7 viability; B = Bfl-1 inhibitors; C = Alkaline phosphatase; D = KRASV12 cytotoxicity; E = Spn MK inh; F = Spn MK inh pilot replicates; G = DPM-DC inhibit; H = DPM-DC inhibit pilot screen %; I = LYP inhibition; J = HT1080 cytotoxicity; K = PMK inhibit; L = PMK inhibit pilot replicates
13: CCSc1n[nH]c(=O)[nH]c1=O
  A = -21.9%; B = -2.9%; C = 10.6%; D = -28.8%; E = 7.0; F = ·; G = i; H = ·; I = ·; J = -17.5%; K = 0.0; L = ·
11: CCOc1ccc(NC(=O)C(C)SC(N)=O)cc1 (stereo not given)
  A = 3.6%; B = -1.3%; C = 17.8%; D = -7.5%; E = 3.0; F = ·; G = i; H = ·; I = 8.2%; J = 10.9%; K = 0.0; L = ·
9: CCCC(=O)NC(C)c1nc2ccccc2n1C(C)C (stereo not given)
  A = 2.7%; B = 0.1%; C = 8.9%; D = -5.7%; E = 4.0; F = ·; G = i; H = ·; I = 8.6%; J = -11.1%; K = 2.0; L = ·
4: COC(=O)c1ccc(NC(=O)CCN2CCCCC2)cc1
  A = -3.3%; B = 1.1%; C = 0.4%; D = 0.3%; E = 10.0; F = ·; G = i; H = ·; I = 11.4%; J = -3.3%; K = 6.0; L = ·
12: Cc1ccc2nc(-c3ccc4c(c3)OCCO4)cc(C(=O)O)c2c1
  A = 8.6%; B = 1.3%; C = 6.0%; D = 9.4%; E = 0.0; F = 0.0; G = i; H = 3.5; I = 19.3%; J = 9.1%; K = 0.0; L = 1.0
8: CCSCCOC(=O)C1=C(C)NC2=C(C(=O)CCC2)C1c1coc2ccccc2c1=O (stereo not given)
  A = -10.3%; B = -11.1%; C = 3.0%; D = -11.2%; E = 2.0; F = ·; G = i; H = ·; I = 2.8%; J = 6.4%; K = 0.0; L = ·
5: CC(C)(C)C(=O)[C@@H]1[C@@H]2C(=O)N(c3ccc4c(c3)OCCO4)C(=O)[C@@H]2C2c3ccccc3C=CN21 (stereo not given in full)
  A = 33.9%; B = 1.4%; C = 11.6%; D = 31.1%; E = 5.0; F = ·; G = i; H = ·; I = 9.7%; J = 3.8%; K = 5.0; L = ·

# (continued)
# Assay codes: A = HPDE-C7 viability; B = Bfl-1 inhibitors; C = Alkaline phosphatase; D = KRASV12 cytotoxicity; E = Spn MK inh; F = Spn MK inh pilot replicates; G = DPM-DC inhibit; H = DPM-DC inhibit pilot screen %; I = LYP inhibition; J = HT1080 cytotoxicity; K = PMK inhibit; L = PMK inhibit pilot replicates
16: Cc1ccc(S(=O)(=O)NCCC(=O)OCn2nnc3ccccc3c2=O)cc1
  A = -16.1%; B = 7.3%; C = 11.1%; D = -9.5%; E = 0.0; F = 0.5; G = i; H = 0.0; I = 0.9%; J = -2.2%; K = 13.0; L = 0.0
17: CCn1c2ccccc2c2cc(NC(=O)C3CCN(S(=O)(=O)c4cccs4)CC3)ccc21
  A = 0.8%; B = -2.6%; C = -0.6%; D = 5.7%; E = 11.0; F = ·; G = i; H = ·; I = ·; J = ·; K = 0.0; L = ·
18: O=C(NCc1ccc2c(c1)OCO2)c1ccc2c(c1)C(=O)N(CC1CCCO1)C2=O (stereo not given)
  A = -2.2%; B = -1.5%; C = -5.1%; D = -6.1%; E = 12.0; F = ·; G = i; H = ·; I = 1.3%; J = 0.6%; K = 7.0; L = ·
19: COc1ccccc1-c1noc(-c2ccco2)n1
  A = 4.9%; B = -1.2%; C = 14.9%; D = -2.6%; E = 17.0; F = 4.0; G = i; H = 2.5; I = 17.1%; J = -0.5%; K = 0.0; L = 6.0
20: CCC(C)(C)n1nnnc1C(c1ccc(N(C)C)cc1)N1CCN(C2CCCCC2)CC1 (stereo not given)
  A = -12.9%; B = 7.2%; C = -10.4%; D = -17.1%; E = 13.0; F = ·; G = i; H = ·; I = ·; J = 0.5%; K = 13.0; L = ·
21: Cc1ccc(C2C(C#N)=C(N)Oc3n[nH]c(-c4cccs4)c32)s1 (stereo not given)
  A = -0.6%; B = -2.8%; C = 8.7%; D = 5.2%; E = 6.0; F = ·; G = i; H = ·; I = ·; J = -9.7%; K = 11.0; L = ·
22: Cc1ccc(Nc2nc(=O)c3cccnc3s2)cc1
  A = 1.9%; B = -3.4%; C = 21.2%; D = -5.1%; E = 4.0; F = ·; G = i; H = ·; I = -2.1%; J = 9.3%; K = 8.0; L = ·
23: CCOc1ccc(C(=O)N2CCC(C(=O)c3ccc4c(c3)OCCO4)CC2)cc1
  A = -16.7%; B = -8.8%; C = 8.7%; D = -24.5%; E = 1.0; F = 5.0; G = i; H = 2.0; I = -23.2%; J = -2.8%; K = 11.0; L = 2.0
24: CCCCCCNS(=O)(=O)c1ccc(OC)c(OC)c1
  A = -3.4%; B = -8.4%; C = 1.1%; D = 4.7%; E = 0.0; F = ·; G = i; H = ·; I = 8.7%; J = -4.1%; K = 17.0; L = ·
25: COc1cc2c(cc1OC)C(c1cc3cc(OC)c(OC)cc3[nH]c1=O)N(C(=O)C1CC1)CC2 (stereo not given)
  A = -3.2%; B = 3.0%; C = 4.4%; D = 7.3%; E = 0.0; F = ·; G = i; H = ·; I = ·; J = -1.2%; K = 19.0; L = ·
26: CCn1ncc(Br)c1C(=O)Nc1sc2c(c1C(=O)OC)CCC2
  A = -1.6%; B = -5.4%; C = 7.8%; D = 5.5%; E = 6.0; F = ·; G = i; H = ·; I = -5.3%; J = 1.1%; K = 2.0; L = ·
27: Nc1nc(SCC(=O)N2CCCc3ccccc32)[nH]c(=O)c1-c1ccccc1
  A = 7.2%; B = -5.0%; C = 18.7%; D = 2.5%; E = 5.0; F = ·; G = i; H = ·; I = 9.8%; J = 2.2%; K = 8.0; L = ·

# Assay outcomes deposited in PubChem BioAssay by several laboratories.
